Source: PubChem
BLM inh: blocks DNA unwinding by human BLM helicase; Potency, µM (highest dose often 56.1 µM), for the others: at the top dose activity change, negative = inhibition, usual class: inhibitors; P54132; 0.2% of 350,000 active; recombinant BLM DNA unwinding, fluorescence dequenching; AID 2528;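 further: potency means the concentration at half of the fitted maximal effect; plate controls were vehicle for no effect and no enzyme for full effect; nearly all actives have a fitted effect of over 35% in size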
Pol kappa inh: inhibitors of human DNA polymerase kappa | Q9UBT6 | purified Pol kappa, fluorescent DNA synthesis assay, 10 min | Potency, µM (highest dose often 107 µM), without a hit: top-dose activity, negative = inhibition, most hits filed as inhibitors | 0.53% of 400,000 active | AID 588579; further: potency means the concentration at half of the fitted maximal effect; on the % scale 0 is the no-effect control and ±100 the full control effect
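Fluorescent qHTS in 1536-well format: enzyme (10 nM) and compound sat 15 min at room temperature before 50 nM substrate (final) was added. Signal taken at 0 and 10 min; no-enzyme buffer wells were negative controls.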
Anesthetic bind: binds horse apoferritin like a general anesthetic. Potency, µM (doses to about 77.5 µM), for inactives: at the top dose activity change, negative = displacement, usual class: inhibitors. AID 485281. 0.074% of 350,000 active. P02791. apoferritin/1-aminoanthracene competitive binding, fluorescence; further: potency means the concentration at half of the fitted maximal effect; on the % scale 0 is the no-effect control and ±100 the full control effect; nearly all actives have a fitted effect of over 20% in size
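Horse-spleen apoferritin (10 uM) in 50% saturated 1-aminoanthracene in PBS was incubated 10 min at room temperature with compound. Fluorescence (ex 380, em 535 nm) was normalized to free and bound 1-AMA, with concentration-response fitted by a four-parameter Hill equation.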
POLB inh: blocks human DNA polymerase beta activity | Potency, µM (series often up to 114 µM), without a hit: top-dose activity change, negative = inhibition, usual class: inhibitors | Pol beta primer extension/strand displacement, fluorescence kinetic | P06746 | 1.3% of 340,000 active | AID 485314; further: potency means the concentration at half of the fitted maximal effect; on the % scale 0 is the no-effect control and ±100 the full control effect
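Reaction started by 50 nM substrate onto compound-treated Pol beta (10 nM, 15 min preincubation, room temperature); plates read at 0 min and 10 min. Normalized concentration-effect data fitted by four-parameter Hill equation.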
ALOX12 inh: inhibitors of human 12S-lipoxygenase ALOX12. Potency, µM (series often up to 108 µM), inactives show at the highest dose activity change, negative = inhibition, most hits filed as inhibitors. AID 1671190. 1.1% of 580,000 active. purified 12hLO, xylenol orange hydroperoxide absorbance. P18054; further: potency means the concentration at half of the fitted maximal effect; on the % scale 0 is the no-effect control and ±100 the full control effect
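Hydroperoxide product was detected by ferrous iron/xylenol orange as the 573 to 405 nm absorbance ratio. Arachidonic acid at 40 uM (final) was turned over for 30 min at room temperature by 150 nM human 12hLO, pH 7.0 Hepes buffer, after 15 min compound preincubation.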
Pol iota inh: inhibitors of human DNA polymerase iota. Q9UNA4. Pol iota fluorescent replication assay, 10 min. Potency, µM (doses to about 115 µM), for the others: at the highest dose activity, negative = inhibition, usual class: inhibitors. 1% of 390,000 active. AID 588590; further: potency means the concentration at half of the fitted maximal effect
Target sequence (Q9UNA4 whole entry, looked up): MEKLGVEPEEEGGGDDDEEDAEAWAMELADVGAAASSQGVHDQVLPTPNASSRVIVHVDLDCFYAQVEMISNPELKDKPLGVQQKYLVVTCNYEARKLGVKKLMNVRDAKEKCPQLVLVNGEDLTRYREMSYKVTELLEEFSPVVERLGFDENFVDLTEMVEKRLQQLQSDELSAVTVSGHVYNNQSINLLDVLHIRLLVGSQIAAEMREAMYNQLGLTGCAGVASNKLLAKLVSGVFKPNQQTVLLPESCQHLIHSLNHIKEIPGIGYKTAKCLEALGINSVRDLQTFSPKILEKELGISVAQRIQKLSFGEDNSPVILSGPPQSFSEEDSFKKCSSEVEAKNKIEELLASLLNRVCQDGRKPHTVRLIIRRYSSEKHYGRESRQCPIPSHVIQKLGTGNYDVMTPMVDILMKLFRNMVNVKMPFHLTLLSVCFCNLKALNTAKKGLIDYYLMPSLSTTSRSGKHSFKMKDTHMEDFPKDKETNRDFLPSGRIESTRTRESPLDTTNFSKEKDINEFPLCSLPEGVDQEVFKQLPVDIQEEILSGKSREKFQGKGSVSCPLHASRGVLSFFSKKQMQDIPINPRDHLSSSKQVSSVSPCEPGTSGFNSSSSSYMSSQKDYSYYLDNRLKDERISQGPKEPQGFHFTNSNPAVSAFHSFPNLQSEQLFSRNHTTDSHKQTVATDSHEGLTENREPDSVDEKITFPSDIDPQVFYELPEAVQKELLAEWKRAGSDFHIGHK
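Fluorescent replication assay read twice, at 0 min and 10 min after adding 50 nM (final) substrate. Enzyme (10 nM) and compounds were first incubated 15 min at room temperature; enzyme-free buffer wells were negative controls.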
TRHR ag: TRH receptor (human) agonism. P34981. 0.18% of 360,000 active. TRHR cells, calcium flux fluo-8, FDSS agonist mode. activation, % at 2 µM; in the data active means activation above about 30%; further: 0% is about no effect
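Agonist-mode FDSS calcium read (Ex 480/Em 530, 1 s cycles) in 1536-well TRHR cells with fluo-8 dye, after 10-cycle baseline and 23 nL compound addition; TRH at EC20 (10 nM final) added afterwards for the enhancer phase.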
APEX1 inh: inhibitors of human APE1 endonuclease; P27695; recombinant APE1, TAMRA/BHQ-2 abasic DNA cleavage fluorescence; Potency, µM (titrated, usually from 65.8 µM), for inactives: at the highest dose activity change, negative = inhibition, usual class: inhibitors; 0.35% of 350,000 active; AID 2517;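 further: potency means the concentration at half of the fitted maximal effect; plate controls were vehicle for no effect and reference inhibitor for full effect; nearly all actives have a fitted effect of over 55% in size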
Target sequence (P27695 whole entry, looked up): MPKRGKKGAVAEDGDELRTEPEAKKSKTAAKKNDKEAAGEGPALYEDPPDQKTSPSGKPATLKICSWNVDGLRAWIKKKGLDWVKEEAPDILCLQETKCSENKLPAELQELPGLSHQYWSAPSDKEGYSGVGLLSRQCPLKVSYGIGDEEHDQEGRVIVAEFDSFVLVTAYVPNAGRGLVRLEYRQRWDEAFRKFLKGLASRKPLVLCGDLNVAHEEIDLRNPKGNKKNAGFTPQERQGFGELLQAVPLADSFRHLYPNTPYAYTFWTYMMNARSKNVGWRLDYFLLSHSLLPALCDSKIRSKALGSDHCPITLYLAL
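Enzyme (0.75 nM final) and test compound are incubated 15 min at room temperature before adding 50 nM quenched THF abasic-site duplex. Cleavage dequenches TAMRA, followed at 525/598 nm over three reads one minute apart.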
ERG-DNA inh: blocks human ERG Ets domain binding to DNA; P11308; fluorescence polarization, His-ERG Ets domain / labelled DNA; Potency, µM (series often up to 76.9 µM), inactives show top-dose FP activity, negative = inhibition, actives largely listed as inhibitors; 0.028% of 370,000 active; AID 624246; active means well fitted inhibition curve with a large enough effect in the polarisation, with a control signal flat; inconclusive means small, poorly fitted or top-dose-only effect, or effect the other way, or a change in a side signal; inactive means no such curve, though single readings can be large or run the other way; the % refers to the polarisation;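 further: polarization taken with two DNA probes labelled with fluorescein and Texas red; potency means the concentration at half of the fitted maximal effect; % of control where 0% means no effect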
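His-tagged ERG Ets domain (1 uM in the protein solution; 300mM KCl, 50mM Tris-HCl, 1mM EDTA, 1mM DTT, pH 7.5) received compound, then a probe mix of 5 nM fluorescein-DNA and 100nM Texas-615-DNA. Fluorescence polarization was read for both dyes.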
Starred values were filed as active, the others as inactive; ? = inconclusive; nt = no result given; & = joins results of further samples; [ ] = another dose, or the depositor's remark. Unless noted, the call rests on the fitted dose curve; in most records, active means well fitted curve in the direction sought with a large enough effect; inconclusive means small, poorly fitted or top-dose-only effect, or another doubt; inactive means no such curve, though single readings can be large; an effect the other way counts as inactive or inconclusive. Some of the compounds tested; the hit share may differ from the screen's.

Each structure is followed by: BLM inh	Pol kappa inh	Anesthetic bind	POLB inh	ALOX12 inh	Pol iota inh	TRHR ag	APEX1 inh	ERG-DNA inh
> CC1(C)CC(=O)C2=C(C1)OC(N)=C(C#N)C2CCc1ccccc1 (stereo not given)
  2.7%	-21.2%	-13.0%	16.7%	?	8.0%	-1.0	15.9%	-9.6%
> CCOc1ncccc1C(=O)Nc1ccc(F)cc1
  -1.9%	1.8%	-1.5%	11.9%	2.4%	?	-0.3	3.0%	5.9%
> COc1ccc(CCNC(=O)NC2CCCCC2)cc1OC
  -1.2%	-12.7%	15.2%	-0.1%	-7.1%	6.0%	1.1	-2.8%	6.7%
> Cc1ccc(NC(=O)CSc2nnc(C)c(=O)[nH]2)cc1
  -6.9%	0.0%	8.9%	-3.7%	-6.3%	-25.0%	1.5	nt	-2.4%
> O=C(NCc1ccccc1Cl)c1ccc(CSCc2cccc(F)c2)o1
  -8.9%	-21.2%[60.1 µM]	4.4%	-14.3%	-30.0%	2.4%	0.5	nt	0.8%
> CCCNC(=O)c1ccc(N2CCC3(CC2)CC(c2cccc(Br)c2)=NO3)c(N)c1
  nt	6.5%	nt	nt	-19.5%	-3.4%	-0.4	-2.1%	-10.9%
> COc1ccc(-c2noc(CCC(=O)N3CCN(c4ccc(C(F)(F)F)cc4)CC3)n2)cc1
  nt	-12.9%	nt	nt	-0.1%	-26.7%	nt	-7.7%	7.6%
> COc1ccc(CC2(CO)CCN(Cc3cnn(-c4ccccc4OC)c3)CC2)cc1
  2.5%	-1.4%	-13.4%	-4.9%	-5.1%	22.8%	-0.1	3.4%	3.4%
> Cc1coc2cc3oc(=O)c(CCC(=O)NCc4ccccn4)c(C)c3cc12
  -4.6%	-0.7%	-7.9%	4.7%	12.2%	22.0%	1.3	39.1%	0.4%
> O=C(NC1CCN(c2ncccn2)CC1)c1c(F)cccc1F
  -5.7%	-7.8%	39.1%[activator]	0.3%	12.8%	14.4%	0.8	49.7%[activator]	-16.1%
> CCn1cc(CCCC(=O)NCc2cccc(OC)c2)c2ccccc21
  -3.6%	-10.8%	-12.8%	28.9%	0.0%	8.5%	0.1	-23.8%	1.0%
> C=CCOc1nc(N2CCCC2)nc(N2CCCC2)n1
  -0.3%	6.8%	-3.6%	-0.7%	8.0%	6.9%	0.5	2.2%	5.4%
> O=C(Cc1ccccc1)N1CCN(S(=O)(=O)c2ccc([N+](=O)[O-])cc2)CC1
  -0.4%	0.6%	-15.9%	-7.1%	1.2%	2.2%	0.1	3.2%	-1.4%
> COc1cccc(C(=O)CSc2nnc(-c3cccs3)o2)c1
  4.2%	-4.6%[60.1 µM]	-5.9%	9.3%	19.7%	0.8%	0.8	18.9%	nt
> CN1/C(=C\C(=O)c2oc3ccccc3c2N)C(C)(C)c2ccccc21
  -6.4%	-1.2%	82.6%[activator]	30.1%	-23.8%	3.5%	1.5	2.9%	-4.0%

The list goes on.
Each structure is followed by: BLM inh	Pol kappa inh	Anesthetic bind	POLB inh	ALOX12 inh	Pol iota inh	TRHR ag	APEX1 inh	ERG-DNA inh
> Cc1ccc(OC(=O)c2sc(Cl)nc2C)cc1C
  -0.1%	0.5%	-12.6%	24.8%	-2.1%	14.7%	0.2	10.1%	8.8%
> COc1ccccc1C(=O)Oc1ccc(C(C)C)cc1
  -8.9%	-24.1%	?	25.2%	4.7%[57.4 µM]	1.0%	0.3	6.0%	5.2%
> CN(Cc1cccc([N+](=O)[O-])c1)Cc1cccc2ccccc12
  -4.3%	-11.5%	-16.4%	19.1%	?	-1.9%	1.3	-18.0%	-3.4%
> CCOC(=O)C1=C(Nc2cccc(Cl)c2)OCC1=O
  0.8%	-3.2%	-11.1%	9.0%	0.0%	11.5%	0.0	2.3%	13.8%
> CCCc1[nH]nc2c1C(Cc1ccccc1)C(C#N)=C(N)O2 (stereo not given)
  2.1%	-9.4%	-8.9%	17.2%	?	?	1.0	4.2%	-9.9%
> Cn1cccc1C(C#N)(CC#N)c1cccc(F)c1C#N (stereo not given)
  -1.6%	2.4%	-7.1%	37.7%	0.1%	171.3%[activator]	0.2	0.3%	-4.7%
> COC(=O)CNC(=O)Cc1c(C)n(C(=O)c2ccc(Cl)cc2)c2ccc(OC)cc12
  -2.8%	-23.5%	-16.9%	4.3%	-4.0%	9.8%	0.8	-4.6%	-7.2%
> CCNC(=S)Nc1ccc(Cl)c([N+](=O)[O-])c1
  -3.9%	-19.5%	-16.9%	-3.2%	?	44.6%	1.4	-3.8%	21.0%
> CC(=O)c1c(C)[nH]c(C(=O)OCC(=O)NCCc2ccc(F)cc2)c1C
  2.5%	-3.8%	-21.5%	13.2%	0.0%	8.4%	0.0	-1.1%	-11.0%
> CN(Cc1c(C(=O)N/N=C/c2ccc(O)cc2)nnn1-c1nonc1N)C1CCCCC1
  -6.4%	-1.8%	-6.3%	-10.3%	-17.4%	3.8%	0.4	5.9%	-5.2%
> O=c1c2ccccc2c(-c2ccccc2)nn1Cc1ccc(Cl)cc1
  -1.2%	5.0%	-8.0%	11.6%	62.4%[activator]	-12.3%	0.3	-1.1%	-1.1%
> CN(Cc1ccccc1)C(=O)[C@H]1CCC(=O)N1Cc1ccco1
  0.8%	1.0%	-7.4%	-22.0%	0.0%	-0.8%	1.1	0.3%	-4.8%
> CCOC(=O)c1ccc(NC(=O)c2nc[nH]c2C(=O)N(C)Cc2ccccc2)cc1
  -8.6%	-15.2%	-16.4%	-18.4%	14.8%	-11.1%	0.4	0.5%	-12.5%
> COc1ccccc1-c1nnc2sc(COc3ccccc3)nn12
  -4.1%	-5.4%	-22.3%	7.7%	23.4%	-3.4%[58.9 µM]	-1.9	12.4%	-1.2%
> O=C(O)c1[nH]c2ccc(Cl)cc2c1CC(=O)N1CCN(c2ccccc2)CC1
  -2.2%	0.0%	-8.6%	?	?	-6.6%	-0.3	0.7%	2.6%

No new results follow: an excerpt of the list.
Each structure is followed by: BLM inh	Pol kappa inh	Anesthetic bind	POLB inh	ALOX12 inh	Pol iota inh	TRHR ag	APEX1 inh	ERG-DNA inh
> O=c1c2ccccc2c(-c2ccccc2)nn1Cc1ccc(Cl)cc1
  -1.2%	5.0%	-8.0%	11.6%	62.4%[activator]	-12.3%	0.3	-1.1%	-1.1%
> CN(Cc1ccccc1)C(=O)[C@H]1CCC(=O)N1Cc1ccco1
  0.8%	1.0%	-7.4%	-22.0%	0.0%	-0.8%	1.1	0.3%	-4.8%

Following part
Each structure is followed by: BLM inh	Pol kappa inh	Anesthetic bind	POLB inh	ALOX12 inh	Pol iota inh	TRHR ag	APEX1 inh	ERG-DNA inh
> COc1ccc(C(=O)NC(=S)NCc2ccco2)cc1OC
  -3.3%	-9.8%	-7.8%	-5.3%	?	-4.9%	0.1	-4.1%	-9.7%
> CCOc1ncccc1C(=O)Nc1ccc2c(c1)OCO2
  -0.5%	5.6%	2.1%	0.3%	4.7%	131.2%[activator]	-0.6	-4.8%	1.1%
> COc1ccc(CCNC(=O)CN2C(=O)COc3ccc(S(=O)(=O)N4CCOCC4)cc32)cc1OC
  -9.6%	-9.9%	-4.6%	2.4%	3.8%	66.1%[activator]	-0.1	9.1%	-1.3%
> O=C(O)c1ccc(NC2=C(Cl)C(=O)c3ccccc3C2=O)cc1
  -20.4%	-7.3%	8.1%	-11.6%	-20.8%	?	-0.2	-2.0%	4.3%
> OC(CNCC1(N2CCCCC2)CCCCC1)COc1ccc(Cl)cc1Cl (stereo not given)
  1.4%	-10.2%	-7.7%	-1.1%	-7.4%	77.5%[activator]	0.1	-1.3%	-4.1%
> COc1ccc(CCNC(=O)c2cc(=O)c3ccc(C)cc3o2)cc1OC
  -2.1%&0.7%	0.8%&6.0%	-4.5%&-11.1%	2.4%&14.0%	10.0%&-19.5%	-3.2%&22.7%	0.0&-1.1	-9.0%	3.7%&0.8%
> O=C(c1ccccc1Sc1c(Cl)cccc1[N+](=O)[O-])N1CCOCC1
  -0.6%	-5.5%	-4.1%	-1.1%	-10.8%	4.0%	0.0	-4.5%	-0.2%
> Cc1ccccc1-n1c(C)cc(/C=N/Nc2ccc([N+](=O)[O-])cn2)c1C
  -4.1%	-5.7%	?	26.1%	11.4%	2.3%	5.2	-4.4%	-16.7%
> COc1ccc(N2CCN(S(=O)(=O)c3ccc(OC)cc3)CC2)cc1
  0.0%	-5.5%	-0.7%	-0.1%	-32.2%	-0.4%	-0.2	8.1%	nt
> COc1cc(/C=C2/NC(=O)N(Cc3ccccc3F)C2=O)ccc1O
  -2.9%	2.3%	-13.1%	-1.1%	-4.3%	90.4%[activator]	0.1	?	14.9%
> COc1cccc(OCCCOc2ccccc2C(C)C)c1
  -3.1%	-4.9%	-11.0%	8.2%	7.4%	5.6%	0.5	-3.1%	nt
> CC(C)NC(=O)CSc1nnc(-c2ccc(C(C)(C)C)cc2)n1C
  0.6%	-12.9%[60.1 µM]	-8.6%	31.0%	2.8%	51.4%	0.9	4.6%	nt
> CCOC(=O)c1cc(-c2ccccc2)n(CCCC(=O)Nc2ccc(C(C)C)cc2)c1C
  -12.5%	-11.4%[60.1 µM]	5.3%	-21.8%	-13.2%	?	0.8	nt	0.2%
> Cc1ccc2[nH]c(C(=O)NN=C3CCCCC3)c(-c3ccccc3)c2c1
  -21.7%	-6.9%	-16.2%	-22.7%	-2.9%	68.5%[activator]	2.4	2.0%	2.7%
> O=C(CNC(=O)c1ccco1)NCC(=O)OCc1ccc(Cl)cc1Cl
  -1.1%	11.8%	-1.4%	3.3%	-6.7%	33.2%[activator]	0.2	-3.9%	-8.4%
> Cc1ccc2[nH]c(O)c(N=Nc3nc4ccccc4s3)c2c1
  -6.2%	-4.4%	4.2%	0.7%	0.0%	22.5%	1.5	20.2%	8.4%
